PRMT1 FP inh: blocks human protein arginine methyltransferase 1; Q99873; 370,000 tested, 1.3% active; AID 652257; recombinant PRMT1, activity-based probe fluorescence polarization; inhibition, % at 2.79 µM;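 active means inhibition above about 21% made by adding two undisclosed values, limit read from the data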
Rev-erbA mod: modulates human Rev-erb alpha binding to DNA; activity, % at 10 µM; AID 1259318; P20393; 370,000 tested, 0.79% active; Rev-erbα–FITC-DNA binding, fluorescence polarization, 90 min;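 active means activity above about 14%, limit read from the data; passing the limit was not always enough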;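 further: 0% = DMSO wells with 35 nM protein and 100% = DMSO wells with 750 nM protein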
MBD2 inh: MBD2-methylated oligo binding inhibition | Q9UBB5 | inhibition, % at 4.4 µM | 370,000 tested, 0.31% active | TR-FRET, MBD2 binding to methylated oligonucleotide; in the data active means inhibition above about 13%
HTRA1 inh: inhibitors of human serine peptidase HTRA1 | inhibition, % at 5.96 µM | AID 504803 | 340,000 tested, 0.5% active | recombinant HTRA1, FP-rhodamine activity-based probe, fluorescence polarization; in the data active means inhibition above about 36%;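 further: 0% = enzyme with DMSO and 100% = wells lacking enzyme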
Target sequence (Q92743 whole entry, looked up): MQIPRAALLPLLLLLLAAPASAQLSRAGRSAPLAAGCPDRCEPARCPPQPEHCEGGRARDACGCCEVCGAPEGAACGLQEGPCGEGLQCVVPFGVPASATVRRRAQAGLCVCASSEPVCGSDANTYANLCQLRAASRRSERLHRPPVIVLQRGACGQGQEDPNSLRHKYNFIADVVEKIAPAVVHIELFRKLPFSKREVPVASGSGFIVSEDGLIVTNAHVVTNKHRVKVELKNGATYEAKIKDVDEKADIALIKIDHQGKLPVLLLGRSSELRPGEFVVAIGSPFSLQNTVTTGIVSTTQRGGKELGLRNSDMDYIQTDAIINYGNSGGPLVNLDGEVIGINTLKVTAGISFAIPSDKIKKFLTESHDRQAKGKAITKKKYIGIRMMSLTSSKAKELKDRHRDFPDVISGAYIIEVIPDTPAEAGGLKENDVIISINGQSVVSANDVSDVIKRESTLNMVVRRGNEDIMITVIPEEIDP
LEDGF integ inh: blocks HIV-1 LEDGF/p75-dependent DNA integration; TR-FRET IN-LEDGF/p75 DNA integration, Eu/Cy5; inhibition, % at 3.7 µM; 370,000 tested, 0.64% active;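 active means inhibition above the screen-wide mean plus 3 SD, cut at about 13% in these data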;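 further: signal is the Cy5 over europium emission ratio at 671 and 618 nm; 0% = plate median of compound wells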
PG9 binder: PG9 antibody binding by small molecule | TR-FRET gp120-PG9 antibody binding | inhibition, % at 6.7 µM | 360,000 tested, 0.43% active | AID 624416; in the data active means inhibition above about 8.5%
rCAG binder: molecules binding r(CAG) RNA repeats; r(CAG) RNA repeat, TO-PRO-1 dye displacement fluorescence; inhibition, % at 3 µM; 370,000 tested, 1.3% active; AID 651821;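 active means inhibition above the plate cutoff, the mean of all test compounds on that plate plus 3 SD, cut at about 35% in these data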;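 further: 0% = DMSO alone and 100% = 100 µM mitoxantrone as full dye displacement; higher means more dye released from RNA so lower well fluorescence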
UHRF1 binding: human UHRF1 methylated DNA binding inhibitors. UHRF1 binding to methylated oligo, TR-FRET. 370,000 tested, 0.75% active. Q96T88. inhibition, % at 4.4 µM; in the data active means inhibition above about 21%;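 further: UHRF1 SRA domain binding a hemimethylated CpG hairpin DNA probe; 0% = median of test compound wells and 100% = reference inhibitor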
mABHD4 FP: inhibits mouse alpha/beta hydrolase domain 4; purified mABHD4, FP-Rh probe fluorescence polarization; inhibition, % at 8.92 µM; 370,000 tested, 0.54% active;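 active means inhibition exceeding the mean over every tested compound plus 3 SD, cut at about 30% in these data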;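 further: 0% = plate median of compound wells and 100% = S159A mutant with DMSO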
Target sequence (Q8VD66 whole entry, looked up, the tested form may be a part): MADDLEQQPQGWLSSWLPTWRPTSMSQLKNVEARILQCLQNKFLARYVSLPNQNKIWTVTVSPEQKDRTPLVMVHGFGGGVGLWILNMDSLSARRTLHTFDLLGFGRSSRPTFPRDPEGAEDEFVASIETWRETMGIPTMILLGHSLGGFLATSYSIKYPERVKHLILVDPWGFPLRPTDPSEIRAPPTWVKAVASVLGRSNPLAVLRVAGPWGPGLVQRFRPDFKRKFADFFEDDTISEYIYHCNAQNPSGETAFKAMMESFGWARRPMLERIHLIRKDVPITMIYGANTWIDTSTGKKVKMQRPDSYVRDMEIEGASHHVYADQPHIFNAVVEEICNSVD
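system = mouse ABHD4 enzyme, wild type | medium = HEPES pH 7.0, NaCl, Pluronic buffer | also added = FP-Rh probe | incubation = Enzyme–compound pre-incubation 45 min, then probe 60 min, both 25 °C | technique = fluorescence polarization, excitation 525 nm, emission 598 nm, BODIPY TMR filters | controls = S159A mutant high control, sample median low control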
TCR-CD3 inh: inhibitors of human TCR-CD3 interaction; TAMRA-labeled TCR probe fluorescence, biochemical; inhibition, % at 9.4 µM; 360,000 tested, 0.37% active; AID 651800; in the data active means inhibition above about 19%;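 further: recombinant mutant TCR 2C K166C tagged with TAMRA read by polarization; 0% = receptor in buffer alone and 100% = receptor with positive control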
Numbers without * were called inactive; . = no result given. These rows are one share of the data (hit frequency here may not be typical).

SMILES	PRMT1 FP inh	Rev-erbA mod	MBD2 inh	HTRA1 inh	LEDGF integ inh	PG9 binder	rCAG binder	UHRF1 binding	mABHD4 FP	TCR-CD3 inh
COc1cc(CCC(=O)Nc2ccc(Br)c(C(F)(F)F)c2)cc(OC)c1OC	2.6	0.8	1.2	-20.6	-1.3	-1.7	-3.2	2.6	-11.1	-2.9
CN(C)c1ccc(NC(=O)CSc2nnc(-c3cnccn3)n2C)cc1	-3.7	-4.7	-5.7	7.3	0.8	-4.8	1.1	-0.6	-1.7	0.9
COc1cc(/C=N/NC(=S)NCc2ccco2)cc(OC)c1OC	-0.8	-3.2	0.9	-1.5	-0.9	-0.4	-2.4	-4.3	10.4	6.2
COc1ccc(F)cc1CN1CCN(C(=O)CCC(=O)Nc2nnc(CC(C)C)s2)CC1	-1.0	-0.2	3.2	1.0	1.0	0.3	-8.7	-2.1	-4.4	8.1
COc1ccc(CCC(=O)NNC(=O)Nc2cc(Cl)ccc2C)cc1	-0.4	4.6	-5.5	-0.1	-1.3	-1.9	0.0	-1.9	0.2	1.3
Cc1ccc(-n2nc3c(c2NC(=O)C2CC2)CS(=O)(=O)C3)cc1	-1.8	0.7	-2.0	6.9	-0.3	0.6	0.3	1.8	5.7	8.0
O=C(COC(=O)c1cc(=O)[nH]c2ccccc12)c1cccs1	5.8	-4.8	0.4	-6.6	-1.6	0.7	4.8	-0.4	-3.1	2.2
CS(=O)(=O)C1=NSC2=NC(=O)/C(=C\c3ccc(OS(=O)(=O)c4ccccc4)cc3)C(=N)N21	-1.8	4.4	-0.2	-5.4	0.0	-1.1	30.4	-1.4	-5.0	6.4
CCOC(=O)c1ccc(NC(=O)CSc2nc(=O)n3cccc(C)c3n2)cc1	-0.9	4.8	-4.3	-4.1	2.0	0.2	8.0	-1.9	-2.2	5.0
Cc1ccc(C(=O)C2=C(O)C(=O)N(Cc3ccco3)C2c2cccc(Br)c2)o1 (stereo unspecified)	1.8	4.8	0.6	6.1	1.7	4.1	17.0	-3.8	13.7	0.6
COc1cc(Cl)ccc1OCc1cc(C(=O)N2CCN(c3ccccn3)CC2)no1	-1.1	3.4	2.2	-11.5	2.1	-1.0	-6.6	0.4	-2.6	6.0
C[C@@H]1CCN(C2CC2)S(=O)(=O)c2ccc(N3CC[C@@H](O)C3)cc2O1	0.6	3.1	-6.3	.	-1.8	.	1.8	-1.4	4.3	.
COc1ccc(CCC(=O)NC2=NCCS2)cc1OC	-1.1	-7.1	1.1	-1.2	-1.2	-0.7	-1.0	-2.8	-0.3	5.0
N/C(=N\OC(=O)c1cccnc1)c1ccccc1Cl	1.2	5.0	1.8	3.0	1.2	-0.7	-2.0	-2.1	-0.3	0.6
C=CCNC(=S)NC(=O)c1oc2ccccc2c1C	1.1	1.6	-0.4	-9.0	4.0	-1.9	6.5	-2.3	1.0	8.8
COc1cccc(/C=C2\Oc3cc(OCC(=O)N4CCCC4)ccc3C2=O)c1OC	3.3	-7.9	2.6	-6.7	-0.8	1.5	9.5	-2.0	-12.7	-8.4
O=C(O)Cn1c(P(=O)(O)c2ccccc2)nc2ccccc21	0.1	-6.2	0.7	3.2	-1.6	-0.7	3.4	3.3	0.0	-0.1
CCc1cccc(OCCCCNCCOC)c1	2.7	3.5	2.5	2.0	0.5	0.5	3.0	0.8	18.0	-3.2
Cn1c(=O)c2cc(NC(=S)NC3CC3)ccc2n1Cc1ccc(F)cc1	2.1	-4.0	0.0	.	-1.0	0.9	3.5	3.4	5.4	-0.8
O=C(Nc1sc2c(c1C(=O)O)CCC2)c1cccc(Cl)c1	1.3	-3.8	1.1	-4.6	2.1	1.7	74.2*	-0.9	11.3	1.5
C=CCOC(=O)C1=C[C@H](c2ccc(Br)cc2)C[C@H](OCCCCO)O1	1.0	0.8	0.8	-9.8	2.9	-1.3	-2.2	3.5	-4.2	-1.7
CN1CCN(C(=S)NC(=O)/C=C/c2ccccc2Cl)CC1	-1.8	0.3	-0.7	-4.4	0.9	-2.6	0.5	0.2	-1.8	4.6
N#Cc1cnc2ncnn2c1-c1ccccc1	1.4	-2.9	0.4	2.1	1.9	-1.9	3.6	-1.3	-1.9	5.8
CCCS(=O)(=O)NC(=O)C1(C)CCN(C(=O)c2ccc3c(c2)OCO3)C1 (stereo unspecified)	1.1	-4.3	-0.2	.	-2.0	-0.6	2.5	0.5	-0.6	6.2
CC(=O)NCC(=O)N1CCCC(C(=O)c2ccc3c4c(cccc24)CC3)C1 (stereo unspecified)	-1.4	0.3	-3.3	-4.6	-2.2	-1.6	1.8	2.8	-2.9	-10.2
SMILES	PRMT1 FP inh	Rev-erbA mod	MBD2 inh	HTRA1 inh	LEDGF integ inh	PG9 binder	rCAG binder	UHRF1 binding	mABHD4 FP	TCR-CD3 inh
Cc1nc2c(C(=O)N3CCOCC3)cnn2c(C)c1Cc1cccc(Cl)c1	-1.6	0.3	6.8	.	0.4	1.2	-5.0	8.2	5.8	-8.3
COc1cccc(OC)c1OCCOc1ccccc1OC(C)C	3.3	4.2	-5.9	3.2	5.0	0.4	-10.4	2.4	-2.1	2.6
CN(C)/C=C(/C(=O)c1ccccc1)S(=O)(=O)c1ccc(Cl)cc1	3.9	9.2	-0.1	-3.1	-2.1	0.2	6.6	5.4	0.1	2.0
O=C(CSc1ncn[nH]1)NCc1ccccc1	-0.9	-0.3	5.0	-1.7	4.2	-2.8	1.3	13.2	-0.8	4.7
O=C(CSc1nnc(CNC(=O)c2ccccc2F)o1)NCc1ccccc1	0.8	-1.2	1.4	6.4	0.9	-0.5	-2.7	-0.6	-1.3	4.2
O=C1[C@@H](CCc2ccccc2)[C@@H]2c3cc4ccccc4cc3C=NN2[C@@H]2c3cc4ccccc4cc3C=NN12	-1.5	1.1	-3.8	.	-1.4	.	5.8	2.0	1.2	.
Cc1cc(NC(=O)CSc2ncn(-c3ccccc3)n2)no1	-0.9	-0.8	3.8	-1.0	-3.0	-1.6	0.4	8.2	3.6	7.6
COc1ccc(NC(=O)C(=O)NCCN2CCN(C(=O)c3ccc(C)cc3)CC2)cc1	-2.3	-5.4	-0.7	3.8	5.7	-0.2	-5.7	-0.6	-1.0	0.6
COCC(=O)N1CCN(c2nc3ccccc3o2)CC1	-1.4	-1.0	0.2	-0.3	-5.6	0.0	-3.0	-0.1	0.3	-5.1
COCCCn1cc(CN2CC(N3CCSCC3)CS2(=O)=O)nn1 (stereo unspecified)	6.5	1.0	-3.8	.	1.3	-2.1	0.4	4.4	-8.3	-7.4
CN(C)CCC(=O)c1cccc(Br)c1	10.0	3.4	2.1	-1.9	-6.7	-2.7	-1.9	0.1	2.2	-1.8
O=C(NNS(=O)(=O)c1ccc(F)cc1)c1cnccn1	2.6	-3.5	4.3	1.6	0.8	2.3	-1.9	0.8	8.8	0.2
CC(C)NC(=O)C(=O)NCc1ccccn1	-2.5	-3.5	-4.6	3.8	1.6	-1.8	-2.2	-2.4	-1.6	4.0
N#Cc1c(-c2ccccc2)cc(-c2cccs2)nc1SCC(=O)O	3.7	3.2	-1.1	-29.6	8.8	0.8	49.7*	-4.2	-4.8	2.9
CN(CC(=O)Nc1ccccc1Br)C(=O)COc1cccc2c1OC(C)(C)C2	1.6	-7.8	1.9	4.0	-5.3	1.5	-7.1	4.2	-2.2	-6.2
CC1=CC(=O)C=C(C)C1=NOc1ccccc1[N+](=O)[O-]	1.2	2.2	-5.8	-2.4	0.4	8.1	3.6	-3.8	1.2	3.2
Cc1ccc(NC(=O)COC(=O)[C@H](C)NC(=O)c2ccccc2)cc1S(=O)(=O)N1CCOCC1	1.6	4.8	1.4	-7.3	0.2	0.4	-1.5	0.6	3.4	-2.1
CC(=O)N1CCN(c2ccc(N=Cc3c(O)n(Cc4ccccc4)c(=O)[nH]c3=O)cc2)CC1	1.2	2.0	-5.4	4.9	-1.7	-3.8	-4.7	-1.0	22.1	0.6
Cc1cc(C(=O)CN2c3cccc4cccc(c34)S2(=O)=O)c(C)n1C	19.0	-19.4	-8.3	5.9	20.1*	-1.9	37.9*	4.9	11.8	5.9
CN1OC[C@@H]2CN(C(=O)C3CCCCC3)[C@H](c3ccc(N4CCCCC4)cc3)C[C@@H]21	-3.8	0.9	-3.8	.	-9.1	1.3	-3.9	-3.1	-9.0	4.2
O=[N+]([O-])c1ccc(N/N=C/c2c[nH]c3ccccc23)cc1	14.9	11.9	-0.2	31.5	1.3	-2.6	55.9*	-5.9	10.5	-17.1
O=C(NC1CCCc2ccccc21)c1ccccc1Cl (stereo unspecified)	-1.4	0.0	-5.3	-8.6	1.5	0.8	-2.1	-1.0	0.7	15.0
COc1cccc(-n2nc(C(=O)N3CCN(Cc4ccccc4)CC3)c3ccccc3c2=O)c1	3.9	2.1	-4.1	-3.3	0.5	1.3	-2.0	2.8	-4.2	-5.3
COc1ccc(NC(=S)NCc2ccco2)c(OC)c1	-4.8	5.8	-5.5	1.9	-0.2	4.7	-2.9	-2.3	1.2	-12.0
C/C(=N\NC(=O)c1c(Br)c(C)nn1C)c1cccc(NC(=O)c2ccccc2F)c1	-1.6	-1.7	-1.2	0.1	0.6	-0.9	0.2	1.1	-1.0	6.5

Reprinted from the part before: 2 entries, followed by the next part.
SMILES	PRMT1 FP inh	Rev-erbA mod	MBD2 inh	HTRA1 inh	LEDGF integ inh	PG9 binder	rCAG binder	UHRF1 binding	mABHD4 FP	TCR-CD3 inh
COc1ccc(NC(=S)NCc2ccco2)c(OC)c1	-4.8	5.8	-5.5	1.9	-0.2	4.7	-2.9	-2.3	1.2	-12.0
C/C(=N\NC(=O)c1c(Br)c(C)nn1C)c1cccc(NC(=O)c2ccccc2F)c1	-1.6	-1.7	-1.2	0.1	0.6	-0.9	0.2	1.1	-1.0	6.5
Cn1nc(C(C)(C)C)cc1C(=O)NN1CCOCC1	3.1	0.1	1.1	0.9	-3.6	-0.8	-3.3	3.0	-2.1	-7.5
CC(=O)Nc1ccc(-c2ccnc3c2CC(C)(C(=O)NCc2ccco2)O3)cc1 (stereo unspecified)	2.9	-4.0	-0.5	.	-4.4	4.8	0.9	-0.6	2.9	-9.8
Cc1nn(-c2ccccc2)c(=O)c2ccccc12	1.8	2.0	0.9	1.4	-4.8	-2.6	1.1	0.1	6.6	3.1
N#CCCn1ncn(-c2ccccc2)c1=S	-2.6	-2.1	-3.4	1.6	0.4	-2.1	-2.5	-0.2	1.6	0.6
Cc1ccc(Cn2c(C(C)Nc3nc(C)cs3)nc3cc(Cl)c(Cl)cc32)cc1 (stereo unspecified)	-1.0	-6.1	2.2	.	1.4	-0.2	9.1	1.2	-6.8	-0.5
CCCNS(=O)(=O)c1ccc(NC(=O)Cc2cccs2)cc1	-0.7	2.5	-0.4	-1.6	-1.7	-0.6	0.6	-0.3	0.2	-5.1
CCCNc1c(NS(=O)(=O)c2ccc(Br)cc2)c(=O)oc2ccccc12	2.1	-6.9	-2.8	-10.1	3.3	1.4	4.2	4.9	12.3	-11.1
O=C(CN1CCC(O)(c2ccc3c(c2)OCO3)CC1)N1CCOCC1	0.6	-7.0	-2.8	5.6	-3.0	-0.9	1.4	-1.6	3.5	1.6
CC(=O)c1ccc(NC(=S)NNC(=O)c2ccncc2)cc1	-3.3	-0.2	-0.3	7.1	-2.4	-1.8	2.7	-1.6	0.8	-1.9
CCc1ccccc1NC(=O)CCNC(=O)Cn1ccc2ccccc2c1=O	-1.6	-4.6	-4.3	0.0	0.9	-0.4	0.3	3.7	-0.7	6.7

Screening data (PubChem BioAssay)
